TR SRC2 fluor cs: Texas Red fluorescence interference in TRb-SRC2 counter-screen; TRb/SRC2 Texas Red total fluorescence interference; 280,000 tested, 0.29% active; AID 1479; Potency, µM (series often up to 106 µM), for the others: at the top dose fluorescence change, negative = quenching; active means well fitted curve in either direction with a large enough effect; inconclusive means small, poorly fitted or top-dose-only effect; further: on the % scale 0 is the no-effect control and ±100 the full control effect
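Flags fluorescent or light-absorbing compounds by total fluorescence, S + 2P, at 555 nm excitation and 632 nm emission. Mixture: 20 nM Texas Red SRC2 peptide, 0.6 uM human TRb LBD, 1 uM T3, 5% DMSO; compound exposure 5 h at ambient temperature.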
TRb SRC2 PPI: TRbeta-SRC2 interaction inhibition | AID 1469 | TRbeta-SRC2 peptide binding, fluorescence polarization; receptor liganded with 1 µM T3 | 280,000 tested, 0.065% active | P10828 | Potency, µM (titrated, usually from 106 µM), without a hit: at the highest dose activity change, negative = inhibition, most hits filed as inhibitors;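 further: plate controls were bound peptide for no effect and peptide without receptor for full effect; nearly all actives have a fitted effect of over 50% in size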
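Human TRb ligand-binding domain (0.6 uM) is mixed with 20 nM Texas Red SRC2 peptide and 1 uM T3; after compound addition and 5 hr at ambient temperature, polarization is measured and normalized to unbound and bound controls.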
Tau ThT inhib: tau fibrillization inhibition (ThT binding); P10636; recombinant tau K18 P301L, heparin-induced fibrillization, ThT fluorescence; Potency, µM (highest dose often 57.4 µM), for the others: at the highest dose activity, negative = inhibition, hits mostly inhibitors; 270,000 tested, 2.1% active; further: on the % scale 0 is the no-effect control and ±100 the full control effect; nearly all actives have a fitted effect of over 55% in size
Target sequence (P10636 561-689 P618L limits assumed): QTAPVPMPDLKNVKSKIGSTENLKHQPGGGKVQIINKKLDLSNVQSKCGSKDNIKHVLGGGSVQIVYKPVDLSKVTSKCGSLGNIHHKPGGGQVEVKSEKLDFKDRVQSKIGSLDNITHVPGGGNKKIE
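Using a mix of unlabeled (15 uM) and Alexa 594-labeled (0.24 uM) tau K18 P301L, heparin-triggered fibrillization over 6 hr at 37 C was scored by ThT fluorescence.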
RECQ1 inh: blocks DNA unwinding by human RECQ1; P46063; RECQ1 DNA unwinding, red fluorescence kinetic read; Potency, µM (titrated, usually from 57.3 µM), inactives show top-dose activity, negative = inhibition, usual class: inhibitors; 240,000 tested, 0.54% active; AID 2549;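 further: plate controls were vehicle for no effect and no enzyme for full effect; nearly all actives have a fitted effect of over 30% in size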
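50 nM RECQ1T1 preincubated 15 min with compound in Tris pH 8.0 buffer with MgCl2, DTT, Tween-20 and 2.5 ug/ml poly(dI-dC); started with 200 nM TAMRA/BHQ-2 forked duplex and 2 mM ATP. Unwinding read as fluorescence (525/598 nm), two reads 2 h apart.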
HTT cytoprotect: Huntington cell model cytoprotection by ATP luminescence. PC12 HTT-Q103 induced, cytoprotection, ATP luminescence, 40 h. Potency, µM (doses to about 56.4 µM), for inactives: cytoprotection (ATP increase), hits mostly activators. 230,000 tested, 0.14% active. AID 1471;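 further: % of control where 0% means no effect; nearly all actives have a fitted effect of over 45% in size; toxic huntingtin expression switched on by the ecdysone agonist tebufenozide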
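Rat PC12, Q103 Htt exon1-GFP fusion, ecdysone promoter; tebufenozide inducer 100 nM final; compound titration; qHTS, 1500 cells/well; ATPlite luminescent read.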
Tau FP inhib: inhibitors of human tau fibril formation. K18 P301L tau heparin fibrillization, Alexa594 FP, 6 h. AID 1468. P10636. 280,000 tested, 0.39% active. Potency, µM (series often up to 57.7 µM), for the others: at the highest dose activity, negative = inhibition, usual class: inhibitors; further: on the % scale 0 is the no-effect control and ±100 the full control effect; nearly all actives have a fitted effect of over 55% in size
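Steps: dispense K18 P301L tau (15 uM plus 0.24 uM Alexa 594 tracer, final) in pH 7 sodium acetate; add compound; add heparin (20 uM final); incubate 6 hr, 37 C; add ThT (30 uM final); after 1 hr ambient, read FP.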
L3MBTL1 inh: inhibitors of human L3MBTL1 | AlphaScreen L3MBTL1–H3K9me1 peptide binding | Potency, µM (doses to about 57.1 µM), for the others: at the top dose activity, negative = inhibition, actives largely listed as inhibitors | AID 485360 | 230,000 tested, 0.66% active | Q9Y468; further: on the % scale 0 is the no-effect control and ±100 the full control effect; nearly all actives have a fitted effect of over 60% in size
Target sequence (Q9Y468 whole entry, looked up): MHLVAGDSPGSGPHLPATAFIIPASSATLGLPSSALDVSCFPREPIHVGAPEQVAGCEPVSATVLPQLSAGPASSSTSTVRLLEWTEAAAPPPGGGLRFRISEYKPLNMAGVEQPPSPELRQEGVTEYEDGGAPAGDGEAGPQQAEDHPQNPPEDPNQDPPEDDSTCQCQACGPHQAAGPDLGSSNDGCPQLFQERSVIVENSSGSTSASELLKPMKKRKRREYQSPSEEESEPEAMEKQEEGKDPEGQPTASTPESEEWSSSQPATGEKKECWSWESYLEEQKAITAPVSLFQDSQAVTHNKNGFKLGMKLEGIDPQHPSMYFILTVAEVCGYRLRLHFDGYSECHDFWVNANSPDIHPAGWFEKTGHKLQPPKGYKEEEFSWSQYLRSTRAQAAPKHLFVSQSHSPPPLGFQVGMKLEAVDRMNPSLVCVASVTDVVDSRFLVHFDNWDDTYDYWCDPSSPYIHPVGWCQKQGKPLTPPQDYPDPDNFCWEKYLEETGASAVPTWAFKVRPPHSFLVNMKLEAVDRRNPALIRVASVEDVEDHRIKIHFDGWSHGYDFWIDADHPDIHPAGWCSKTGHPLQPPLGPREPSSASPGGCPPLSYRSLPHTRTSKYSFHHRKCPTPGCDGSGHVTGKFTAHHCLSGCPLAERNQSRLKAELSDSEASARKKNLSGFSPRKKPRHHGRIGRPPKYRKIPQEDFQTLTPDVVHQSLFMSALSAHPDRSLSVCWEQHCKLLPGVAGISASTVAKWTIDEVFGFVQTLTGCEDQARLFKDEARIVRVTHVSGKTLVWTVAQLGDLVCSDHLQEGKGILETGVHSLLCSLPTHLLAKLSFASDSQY
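Displacement of a biotinylated histone H3(1-15) peptide monomethylated at Lys9 (75 nM) from L3MBTL1 (50 nM) was measured by AlphaScreen after a 30 min room-temperature compound incubation; cefsulodin titration served as intraplate control.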
Tau fluor cs: counter-screen for tau fibril formation inhibitors. tau K18 P301L Alexa594 fluorescence, heparin fibrillization. Potency, µM (titrated, usually from 57.7 µM), for the others: top-dose activity change, negative = decrease. 280,000 tested, 0.93% active; further: on the % scale 0 is the no-effect control and ±100 the full control effect; nearly all actives have a fitted effect of over 55% in size
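Human tau K18 P301L (15 uM unlabeled, 0.24 uM Alexa 594-labeled) in 100 mM sodium acetate pH 7 with 20 uM heparin, 6 hr at 37 C. ThT 30 uM added, 1 hr ambient; Alexa 594 FP and total fluorescence read at 555/632 nm.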
* = called active by the depositor; i = inactive; ? = inconclusive; . = no result given; [ ] = remark or other dose. Unless noted, the call rests on the fitted dose curve; in most records, active means well fitted curve in the direction sought with a large enough effect; inconclusive means small, poorly fitted or top-dose-only effect, or another doubt; inactive means no such curve, though single readings can be large; an effect the other way counts as inactive or inconclusive. Potency means the concentration at half of the fitted maximal effect.

SMILES	TR SRC2 fluor cs	TRb SRC2 PPI	Tau ThT inhib	RECQ1 inh	HTT cytoprotect	Tau FP inhib	L3MBTL1 inh	Tau fluor cs
COc1ccccc1CNC(=O)COC(=O)[C@H](Cc1c[nH]c2ccccc12)NC(=O)c1cccs1	-1%	-25%	1%	2%	0%[10 µM]	-2%	-6%	-1%
COCc1cc(C)nc2sc(C(=O)Nc3ccc(C(C)=O)cc3)c(N)c12	?	4%	?	.	.	-6%	.	?
Cc1ccc(NC(=O)C(Cc2ccccc2)NS(=O)(=O)c2cccc3nsnc23)c(C)c1 (configuration not stated)	-4%	-2%	?	.	.	-5%	.	-33%
O=C(NCc1ccccn1)NC1CCCCC1	1%	0%	-7%	-3%	21%[10 µM]	-4%	0%	3%
CC(=O)N(C)c1ccc(OCC(O)CN(Cc2ccco2)S(=O)(=O)c2ccc(C)cc2)cc1 (configuration not stated)	1%	-13%	-1%	i	-41%[inhibitor][0.074 µM]	-1%	.	0%
CC(C)C[C@@H](NC(=O)OCC1c2ccccc2-c2ccccc21)C(=O)O	-1%	4%	-15%	0%	-1%	0%	.	-9%
COc1ccc(N2C(=O)C3CCCN3C2c2cccc(C)c2)cc1 (configuration not stated)	-2%	6%	-18%	-1%	-4%	6%	.	-9%
CC(OC(=O)c1ccc(S(=O)(=O)N(C)C)cc1)C(=O)Nc1ccc(Cl)cn1 (configuration not stated)	-2%	-3%	-4%	i	-9%[10 µM]	-3%	0%	-8%
Cc1ccc(CSCCNC(=O)c2ccccc2)cc1	0%	-5%	5%	i	.	1%	0%	-1%
CCN1CC=C2C(C#N)=C(N)C(C#N)(C#N)C(CCc3ccccc3)C2C1 (configuration not stated)	8%	-15%	?	-1%	-9%	-17%	-3%	-26%
CCN1CCCC1CNC(=O)C(NC(=O)C1CCC(C)CC1)C(C)C (configuration not stated)	-5%	-3%	2%	-19%	6%	5%	11%	3%
Cc1ccc(NC(=O)C2CCCN(C(=O)c3ccc(Cl)cc3)C2)cc1C (configuration not stated)	-3%	6%	-17%	i	-16%	-1%	3%	-18%
CCOC(=O)C1(Cc2ccccc2)CCN(Cc2cccn2-c2nccs2)CC1	-2%	5%	-6%	15%	33%[10 µM]	3%	-2%	-2%
CCOC(=O)CNC(=O)c1cn(CC(C)C)c(=O)c2cc(OC)c(OC)cc12	-1%	4%	-1%	i	15%[10 µM]	4%	10%	6%
C/C=C\C=C\C(=O)N1CC2(CC(c3cccc(NC(=O)/C(C)=C\C)c3)=NO2)C[C@H]1C(N)=O (some centres not stated)	-2%	-1%	7%	20µM*	-1%[10 µM]	3%	.	23%
O=C(c1nnc(Cc2ccc(Cl)cc2)o1)N1CCc2ccccc2C1	-2%	0%	-16%	-1%	2%	4%	0%	-18%
O=C(CCN1C(=O)c2ccccc2C1=O)Nc1ccc(-c2nc3ccccc3s2)cc1	0%	-3%	?	-7%	-41%[10 µM]	?	?	-6%
Cc1ccccc1-c1nnn(CC(=O)NCc2ccc3c(c2)OCO3)n1	0%	4%	-10%	-13%	-15%	-3%	9%	-9%
O=C(CCCOc1ccc(Cl)cc1)N1CCOCC1	-9%	1%	-2%	2%	-4%	10%	-2%[11.4 µM]	11%
COc1ccc(C(=O)N/N=C/c2ccc(OC)c(OS(=O)(=O)c3ccccc3)c2)cc1	-1%	5%	-11%	-1%	10%[10 µM]	?	3%	?
CCOC(=O)c1c(NC(=O)CSc2nnc(C)s2)sc2c1CCC(C)C2 (configuration not stated)	2%	-3%	-18%	-30%	-18%[1.9 µM]	-3%	-3%	-19%
O=C(Cc1cccs1)Nc1nc2c(s1)CCCC2	0%	-15%	-12%	-8%	-28%[0.074 µM]	6%	?	-12%
Cc1ccc(CNCC(=O)Nc2ccc(N3CCOCC3)cc2)cc1	-3%	2%	-18%	i	7%[10 µM]	9%	-5%	-10%
CCCC1=NN(C(=O)Cc2ccc(OC)c(OC)c2)C(O)(C(F)(F)F)C1 (configuration not stated)	0%	4%	-18%	-1%	8%[10 µM]	-7%	1%	-21%
Cc1ccccc1NC(=O)Cn1c(=O)oc2cc(Br)ccc21	-1%	-3%	3%	.	.	-1%	.	-2%

The listing continues.
SMILES	TR SRC2 fluor cs	TRb SRC2 PPI	Tau ThT inhib	RECQ1 inh	HTT cytoprotect	Tau FP inhib	L3MBTL1 inh	Tau fluor cs
CC[C@H](CC[C@H](C)[C@@H]1CC[C@@H]2[C@H]3CC=C4C[C@@H](O)CC[C@]4(C)[C@H]3CC[C@]21C)C(C)C	-1%[53 µM]	-2%[53 µM]	.	-2%[25.9 µM]	1%[40.3 µM]	.	.	.
CCOC(=O)c1cnc(-n2nc(C)cc2C)nc1N1CCOCC1	0%	0%	1%	-6%	0%	-3%	17%	3%
NC1=C(O)C(=O)C(c2ccccc2)O1 (configuration not stated)	-1%	-4%	?	i	13%[10 µM]	-10%	-15%	-13%
CCOC(=O)C1=C(N)n2c(s/c(=C\c3ccncc3)c2=O)=C(C(=O)OCC)C1c1ccncc1 (configuration not stated)	-1%	-1%	?	20%	20%[10 µM]	7%	-3%	-3%
O=C(NNC(=O)c1c(F)cccc1F)c1ccccc1OC(F)(F)F	-4%	0%	-9%	-1%	-1%[10 µM]	19%	11%	-4%
CC(=O)Nc1c(-c2ccc(F)cc2)nc2ccccn12	-1%	8%	-9%	-10%	12%	-8%	2%	-10%
O=C(c1ccc(C(F)(F)F)cc1)N1CCC(=O)N(C(COCc2ccc(C(F)(F)F)cc2)Cc2ccccc2)CC1 (configuration not stated)	-1%	4%	1%	0%	.	-6%	-7%	-2%
CS/C(=N\S(=O)(=O)c1ccc(Cl)cc1)c1ccccc1	-1%	-2%	-3%	-4%	38%[10 µM]	-6%	1%	-8%
COc1ccccc1NC(=S)N1CC(C)OC(C)C1 (configuration not stated)	0%	-3%	6%	i	4%	7%	-4%	5%
NC(=O)c1ccc(N=C2C(=O)Nc3ccc([N+](=O)[O-])cc32)cc1	-10%	-21%	?	i	.	?	?	-6%
O=C(O)c1ccccc1NN=C1CCCCC1	-1%	-4%	?	i	0%[10 µM]	-11%	-10%	-9%
COc1ccc(C(c2nnnn2CC2CCCO2)N2CCC(C(N)=O)CC2)cc1 (configuration not stated)	-1%	6%	-2%	-3%	0%[10 µM]	0%	6%	-1%
O=C(O)CC(C(=O)O)n1nc(-c2ccccc2)cc1-c1ccccc1 (configuration not stated)	1%	-5%	-4%	i	-10%	?	-12%	-5%
CN1CCN(C(=O)C2=C[C@@H](c3csc4ccccc34)C[C@@H](OCc3ccc(CO)cc3)O2)CC1	0%	-1%	1%	-2%	-17%[10 µM]	10%	0%	-2%
CCC(C)NC(=O)c1c(-c2ccccc2)c(-c2ccccc2)nn(C)c1=O (configuration not stated)	-1%	-2%	-1%	.	.	1%	.	-8%
O=C(COc1ccc(S(=O)(=O)NCc2ccccc2)cc1Cl)N1CCOCC1	-1%	3%	3%	2%	-11%[1.9 µM]	-6%	6%	-4%
O=C(CC(=O)Nc1ccccc1C(=O)O)NNC(=O)Cc1ccccc1	-4%	-7%	2%	-8%	24%[10 µM]	5%	40%[activator]	9%
Cc1ccccc1NC(=O)CSc1nnc(-c2cccc(Cl)c2)o1	-20%	-5%	4%	.	.	0%	.	6%
Cc1ccc(CNC(=O)CSc2ncc(S(=O)(=O)c3ccc(Br)cc3)c(=O)[nH]2)cc1	0.4µM*[quencher]	-27%[53 µM]	-15%	.	.	9%	.	-8%
NS(=O)(=O)c1ccc(CCNC(=O)C2CCN(S(=O)(=O)c3ccccc3)CC2)cc1	-1%	2%	3%	i	-8%	-2%	23%	2%
O=C(CSc1nnc(-c2ccccn2)n1Cc1ccco1)c1ccc(-c2ccccc2)cc1	4%	4%	-18%	5%	-18%	-5%	-4%	0%
COc1cccc(CCNC(=O)c2ccc(Cn3c(SCc4ccccc4)nc4cccnc43)cc2)c1	?	1%	-19%	.	.	-2%	.	?
CCC(=O)N1CCCc2cc(S(=O)(=O)N3CCC(C(=O)Nc4ccc(C#N)cc4)CC3)ccc21	-8%	1%	-6%	.	.	-5%	.	-26%
CC1CCCCC1NC(=O)COC(=O)c1ccc2ccccc2n1 (configuration not stated)	-1%	1%	4%	4%	-37%	5%	?	3%
O=C(O)CC(NC(=O)c1sc2ccccc2c1Cl)c1ccc(OC2CCCC2)cc1 (configuration not stated)	-1%	-16%	-18%	-21%	1%	3%	.	-4%
COc1ccccc1NC(=O)C1C2C=CC(O2)C1C(=O)O (configuration not stated)	-2%	-20%	-15%	-2%	-28%[10 µM]	-1%	-4%	-5%

Structural class: the compounds so far containing two or more sulfur atoms.
SMILES	TR SRC2 fluor cs	TRb SRC2 PPI	Tau ThT inhib	RECQ1 inh	HTT cytoprotect	Tau FP inhib	L3MBTL1 inh	Tau fluor cs
Cc1ccc(NC(=O)C(Cc2ccccc2)NS(=O)(=O)c2cccc3nsnc23)c(C)c1 (configuration not stated)	-4%	-2%	?	.	.	-5%	.	-33%
CCOC(=O)c1c(NC(=O)CSc2nnc(C)s2)sc2c1CCC(C)C2 (configuration not stated)	2%	-3%	-18%	-30%	-18%[1.9 µM]	-3%	-3%	-19%
O=C(Cc1cccs1)Nc1nc2c(s1)CCCC2	0%	-15%	-12%	-8%	-28%[0.074 µM]	6%	?	-12%
CS/C(=N\S(=O)(=O)c1ccc(Cl)cc1)c1ccccc1	-1%	-2%	-3%	-4%	38%[10 µM]	-6%	1%	-8%
Cc1ccc(CNC(=O)CSc2ncc(S(=O)(=O)c3ccc(Br)cc3)c(=O)[nH]2)cc1	0.4µM*[quencher]	-27%[53 µM]	-15%	.	.	9%	.	-8%
NS(=O)(=O)c1ccc(CCNC(=O)C2CCN(S(=O)(=O)c3ccccc3)CC2)cc1	-1%	2%	3%	i	-8%	-2%	23%	2%

The list is partial; the hit share may differ from the screen's.
